Screening results as filed in PubChem.
INS promoter inh = inhibitors of insulin promoter-driven GFP, primary screen, imaging, TRM-6 cells (human fetal islet line), eGFP reporter, cell count. reporter expression induced with tamoxifen. inhibition, % at 2 µM. hit rate 0.9% among 130,000. AID 1273, 2008;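 active means inhibition above the mean plus 3 SD, with well images judged a real hit on visual review, cut at about 60% in these data, passing the limit was not always enough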
sdo1 growth = growth rescue of sdo1-depleted yeast, primary screen, S. cerevisiae, bone marrow failure model; S. cerevisiae sdo1-depleted JHY4D growth rescue, OD600 30 h; active compounds read high; pdr5 snq2 efflux-pump mutant strain; z-score at 10 µM; hit rate 0.21% among 140,000; AID 817, 2007;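 active means z-score above 3 at both the 24 hr and the 30 hr optical density reads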;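 further: z-score against mean and SD of all compound wells on the same plate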
sdo1 growth Rescue 24 h = further read-out of sdo1 growth, marked with its call; z-score; S. cerevisiae sdo1-depleted JHY4D growth rescue, OD600; measured here: growth rescue at 24 h;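 0 is the plate mean of compound wells and units are plate SD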
* marks the source's active call; other numbers are inactive results; · = not tested or not shown.

SMILES	INS promoter inh	sdo1 growth	sdo1 growth Rescue 24 h
COc1ccc(C(=O)N/C(=C\c2ccc([N+](=O)[O-])cc2)C(=O)NC(CCSC)C(=O)O)cc1 (stereo not given)	0	·	·
OCCN(Cc1ccccc1)Cc1ccccc1Cl	53	0.23	-0.51
COc1ccc(NC(=O)C2CCN(C(=O)c3ccccc3)CC2)cc1OC	·	2.2	2.9
N#Cc1c(Nc2ccc(F)cc2)sc(C(=O)c2ccc(F)cc2)c1N	·	-0.74	0.87
Cc1cc2cc(CNC(=O)c3cccc([N+](=O)[O-])c3)ccc2n1C	22	1	-0.67
Cc1nc2ncnn2c(C)c1CCC(=O)NCCc1ccccc1	0	0.07	-0.14
CCC(=O)NC(=S)NNC(=O)c1ccc(NC(=O)c2ccccc2)cc1	22	·	·
N=C1C(c2nc(-c3ccc(Br)cc3)cs2)=C(O)CN1NC(=O)c1ccc([N+](=O)[O-])cc1	-18	·	·
Cc1cc(C)c(S(=O)(=O)N2CCOC2CNC(=O)C(=O)NCCc2c[nH]c3ccccc23)c(C)c1 (stereo not given)	-310	0.28	0.8
CC1(C)C([N+](=O)[O-])C(c2ccc(Cl)cc2)NC(c2ccc(Cl)cc2)C1[N+](=O)[O-] (stereo not given)	·	-0.43	-0.55
CC1CCC(NC(=O)C2c3ccccc3C(=O)N2Cc2cccs2)CC1 (stereo not given)	·	0.72	0.54
O=C(CO/N=C/c1ccccc1OC(F)F)N1CCc2ccccc21	·	0.7	0.7
COc1cc(C(=O)NCC(C)C)cc(OC)c1OC	-11	0.44	0.36
COc1cccc(Nc2n[nH]c(=S)s2)c1	·	1.1	0.33
CC1CCN(c2cc(N(C)CCO)c([N+](=O)[O-])c3nonc23)CC1	-42	·	·
CN(CC(=O)Nc1ccc(Cl)c(C(F)(F)F)c1)Cc1cc(=O)n2ccsc2n1	-35	·	·
COc1ccc(Nc2nc(S(=O)(=O)c3ccc(C)cc3)c(Cl)s2)cc1	·	-0.82	-0.74
Cc1ccn2cc(-c3cccc([N+](=O)[O-])c3)nc2c1	44	·	·
Cc1ccc(NC(=S)NNC(=O)c2nn(C)cc2Cl)cc1	·	1.2	0.87
O=C(Cc1ccc(-c2ccccc2)cc1)NC(c1ccccc1)c1ccccc1	·	-0.71	-0.45
CC(C)CCC(O)(CCC(C)C)C(=O)NNc1ccccc1	-57	-0.61	-0.49
CCCn1cnc2c(=O)oc3ccccc3c21	-6	1.1	1.4
O=C(NCc1ccc(F)cc1)C(=O)NCC(c1ccco1)N1CCOCC1 (stereo not given)	-33	·	·
COc1ccccc1-c1nnc(NC(=O)OCC(C)C)s1	15	-0.67	-0.18
C=CCn1c(SCC(=O)c2cccs2)nc2sc(C)cc2c1=O	62	-2.4	-1.8
COCCNC(=O)[C@@]1(Cc2ccccc2)C=C[C@@H](C)N1C(C)=O	59	0.7	0.37
Cc1ccc(NC(=O)COC(=O)CN2C(=O)C3CCCCC3C2=O)cc1S(=O)(=O)N1CCOCC1 (stereo not given)	-20	-1.1	-1.7
Cc1cc(S(=O)(=O)N2CCN=C2c2ccccc2)ccc1F	9	-0.76	-0.76
COc1cc2c(cc1OC)CN(S(=O)(=O)c1ccc3c(c1)OCCO3)CC2	·	-0.64	-0.67
COc1cccc(-c2csc(N3CCN(CC(=O)Nc4ccc5c(c4)OCO5)CC3)n2)c1	10	-0.96	0.89
O=C(Cn1cnc2ccccc2c1=O)NCc1cccs1	-35	·	·
CCN(CC)c1ccc(/C=C/c2nc3ccccc3s2)cc1	-57	-1	-0.53
Cc1ccc(N(CC(O)CN2CCCC2)S(=O)(=O)c2ccc(C)cc2)cc1 (stereo not given)	·	0.87	1.1
CCC(=O)N1N=C2CC(C)(C)OCC2C1c1ccccc1 (stereo not given)	-20	0.56	-0.17
CN1CCN(c2nc(-c3ccccn3)nc3ccccc23)CC1	27	0.72	1.1
Cc1cc(C)nc(N(C#N)CC(=O)Nc2ccccc2)n1	-12	0.17	-0.04
O=C(Nc1cccc(-c2cn3cccnc3n2)c1)c1ccc(Br)o1	9	-0.48	0.07
COc1ccc(C)cc1NC(=O)CCN1CC(C)OC(C)C1 (stereo not given)	28	·	·
CN1CCN(Cc2cccc(Oc3ccccc3)c2)CC1	-31	0.25	-0.53
CCCn1c(C)cc(C(=O)CSc2nc3ccccc3c(=O)n2Cc2ccco2)c1C	-17	-0.85	0.79
Cc1ccc(N2C(=O)/C(=C/c3ccco3)SC2=S)cc1	23	-1.2	-0.59
Cc1c([N+](=O)[O-])cc(C(=O)Oc2ccc(Br)cc2C(=S)N2CCCCC2)cc1[N+](=O)[O-]	-11	-1.3	-1.1
C/C(=N\NC(N)=S)C1C2C3CC4C5CC(C42)C1C53 (stereo not given)	29	·	·
CCNC(=O)CC1C(=O)N(c2ccc(F)cc2)C(=O)N1CCc1ccc(OC)cc1 (stereo not given)	-155	0.51	0.2
Cc1cc(NC(=O)CCC(=O)N(CC(=O)NC2CCCC2)c2ccc3c(c2)OCCO3)no1	·	-0.45	-0.98
S=C(NCc1ccccc1)NCc1ccc2c(c1)OCO2	·	0.02	-0.42
Cc1c(N/C=C/C(=O)C(F)(F)F)c(=O)n(-c2ccccc2)n1C	-36	·	·
COC(=O)C(NC(=O)CCc1c(C)nc2ncnn2c1C)C(C)C (stereo not given)	-11	0.64	0.33
CCOc1ccccc1C(=O)N1CCN(C(c2ccccc2)c2ccccc2)CC1	3	-0.92	-1.2
Cc1cn(C2OC(COC(=O)c3ccccc3)C(OC(=O)c3ccccc3)C2OC(=O)c2ccccc2)c(=O)[nH]c1=O (stereo not given)	66	-0.4	-0.59
O=C(N/N=C/c1cc2ccccc2nc1Cl)c1ccncc1	42	·	·
O=C1Nc2ccccc2N(O)N1c1ccc(S(=O)(=O)N2CCCCCC2)cc1	-8	0.13	-0.16
Cc1onc(-c2c(F)cccc2Cl)c1C(=O)Nc1nnc(-c2ccccc2)s1	-36	-1.2	-1.1
Cc1ccc(NC(=O)C2C3CCCC2C3c2ccccc2)cc1 (stereo not given)	-36	-0.61	-0.25
COC(=O)CCCCC1SCC2NC(=O)NC21O (stereo not given)	-10	-0.12	-0.44
CC(C)Nc1nc(Oc2ccc(Cl)cc2Cl)cc(C(F)(F)F)n1	35	0.93	0.89
O=[N+]([O-])c1cc(C(F)(F)F)ccc1N/N=C/c1cc2ccccc2nc1Cl	·	0.68	0.99
NC(=O)C(c1ccc(Cl)cc1)c1ncc(C(F)(F)F)cc1Cl (stereo not given)	-10	0.17	-0.13
COc1ccc(NC(=O)C2CCN(c3nc(C)cc(C)n3)CC2)cc1	7	1	1.1
CCCCNC(=S)Nc1cc([N+](=O)[O-])ccc1C	-14	-0.03	0.07
Next section
SMILES	INS promoter inh	sdo1 growth	sdo1 growth Rescue 24 h
CC(NS(=O)(=O)c1ccc(CCC(=O)NCC2CCCO2)cc1)c1ccccc1 (stereo not given)	-106	0.71	0.46
O=C(COC(=O)/C=C/c1cccc(F)c1)Nc1ccccc1-c1ccccc1	18	0.14	-0.79
Cc1ccc(C(NC(=O)NCCCN2CCOCC2)=C(Cl)Cl)cc1F	19	1.1	0.41
CN1CCN(C(CNS(=O)(=O)c2ccc(Cl)cc2)c2cccnc2)CC1 (stereo not given)	-12	0.29	0.51
CCN(CC)C(=O)CN(c1cccc(OC)c1)S(=O)(=O)c1ccc(C)cc1	-44	0.06	-0.21
O=C(COc1ccc2c(c1)OCO2)Nc1ccccc1C(F)(F)F	-18	·	·
CCOc1cc(-c2noc(CCC(=O)Nc3cccnc3)n2)ccc1OC	3	1.5	1.4
COC(=O)c1ccccc1NC(=O)CSc1nnnn1C1CCCCC1	4	-1.4	-0.57
Cc1cc(NC(=O)CSc2nnc(N)s2)c([N+](=O)[O-])cc1C	27	·	·
O=C(OCCN1CCCCC1)c1ccc(O)cc1	-26	0.24	-0.7
COc1ccc(/C=N/N(C(C)=O)c2nc(-c3ccc(C)cc3)cs2)cc1	6	0.94	0.76
CCOC(=O)C1C(=O)NC(N2CCOCC2)=NC1C(C)C (stereo not given)	·	0.84	0.65
O=C(N/N=C/c1ccco1)c1cc(-c2cccc3ccccc23)n[nH]1	58	-0.67	-1.1
CN1CCN(Cc2cn[nH]c2-c2ccc(F)cc2F)[C@@H](c2ccccc2)C1	-23	·	·
COc1cc(-c2nnc(CSc3nnc(Nc4ccc(C(C)C)cc4)s3)o2)cc(OC)c1OC	-22	-0.53	-0.14
CC(C)C(C)NC(=O)CN1C(=O)NC2(CCc3ccccc3C2)C1=O (stereo not given)	-18	·	·
COc1ccc(COC(=O)c2ccc(N3CCCC3=O)cc2)cc1F	-69	-0.53	-0.45
COc1ccc(OCC(O)CNc2ccc(Br)cc2)cc1 (stereo not given)	-59	-0.26	-0.84
COC(=O)/C(=C1\Oc2ccc(C(C)(C)C)cc2S1)C(F)(F)F	20	0.63	0.86
N=c1sccn1CC(=O)Nc1ccc(Cl)c(S(=O)(=O)N2CCOCC2)c1	-37	-0.25	-0.72

Entries from the list above with a cyano group:
SMILES	INS promoter inh	sdo1 growth	sdo1 growth Rescue 24 h
N#Cc1c(Nc2ccc(F)cc2)sc(C(=O)c2ccc(F)cc2)c1N	·	-0.74	0.87
Cc1cc(C)nc(N(C#N)CC(=O)Nc2ccccc2)n1	-12	0.17	-0.04

The list continues.
SMILES	INS promoter inh	sdo1 growth	sdo1 growth Rescue 24 h
CCOC(=O)c1ccc(NC(=O)CSCCC(=O)O)cc1	-20	·	·
O=C(N1CCN(c2ccccc2)CC1)C(F)(F)C(F)F	-52	0.12	-0.13
CCN(CC)C(=O)Cn1cc(C(=O)C(=O)NCc2ccco2)c2ccccc21	-58	·	·
CCc1ccc(-c2nn[nH]n2)cc1	·	0.2	0.23
CCOC(=O)CNC(=O)CSc1nc2cccnc2n1C	-30	-0.25	-1.5
NNC(=O)c1nn(-c2ccc(Cl)cc2)ccc1=O	·	1.5	0.18
O=C1N=C2SCCN2/C1=C\c1ccc(Cl)cc1	14	-0.15	-0.37
O=C(CNC(=O)c1ccc(Cl)cc1)NCCCn1ccnc1	·	0.53	0.84
CSCCC(NS(=O)(=O)c1ccc(Cl)cc1)C(=O)OCC(=O)NC12CC3CC(CC(C3)C1)C2 (stereo not given)	6	0.75	1.9
COC(=O)c1[nH]c2ccc(C)cc2c1NC(=O)Oc1ccccc1	-7	-0.84	-1.3
Cc1nc(C(=O)Nc2ccc(Cl)cc2)nn1-c1ccc([N+](=O)[O-])cc1	-30	0.24	0.12
COc1cc(C)nc(Nc2nc(C)c(C(C)=O)s2)n1	0	0.12	-1.2
Cc1ccc(-n2c(-c3cnccn3)n[nH]c2=S)c(Br)c1	25	·	·
Cc1nnc(Nc2ccc3c(c2)ncn3C)c2ccccc12	-15	0.42	0.5
CC(C)(C)NC(=O)NC(=O)CSc1nnc(COc2ccccc2Cl)o1	16	-0.67	-1.9
Cc1cc(SCC(=O)OCC(=O)NC(C)c2ccccc2)c(C)cc1Br (stereo not given)	24	0.16	0.5
COc1ccc([N+](=O)[O-])cc1NCc1cccc([N+](=O)[O-])c1	0	·	·
Cc1ccc(C(=O)N2CCOCC2)cc1Cl	-54	0.68	0
COc1ccc(-c2nnc(SCC(=O)NC(=O)NCc3ccccc3)o2)cc1	0	-1	-0.51
Cc1cc(C(C)(C)C)cc(S(=O)(=O)Nc2ccc(O)c(C(=O)O)c2)c1C	-39	0.37	0.33
CC(C)Cn1c(SCC(=O)NC2CCCc3ccccc32)nc(O)cc1=O (stereo not given)	·	-0.11	-0.6
O=C(NNC(=O)c1ccccc1[N+](=O)[O-])Nc1ccc(Cl)cc1	-6	·	·
COc1ccccc1N(CC(=O)Nc1cc(C)on1)S(=O)(=O)c1ccc(Cl)cc1	3	-1.1	-0.64
COc1ccc(NC(=O)N2CCCC(C(=O)NC(C)C)C2)cc1 (stereo not given)	-440	-0.19	-0.75

Of the compounds above, 13 contain a nitro group on carbon:
SMILES	INS promoter inh	sdo1 growth	sdo1 growth Rescue 24 h
COc1ccc(C(=O)N/C(=C\c2ccc([N+](=O)[O-])cc2)C(=O)NC(CCSC)C(=O)O)cc1 (stereo not given)	0	·	·
Cc1cc2cc(CNC(=O)c3cccc([N+](=O)[O-])c3)ccc2n1C	22	1	-0.67
N=C1C(c2nc(-c3ccc(Br)cc3)cs2)=C(O)CN1NC(=O)c1ccc([N+](=O)[O-])cc1	-18	·	·
CC1(C)C([N+](=O)[O-])C(c2ccc(Cl)cc2)NC(c2ccc(Cl)cc2)C1[N+](=O)[O-] (stereo not given)	·	-0.43	-0.55
CC1CCN(c2cc(N(C)CCO)c([N+](=O)[O-])c3nonc23)CC1	-42	·	·
Cc1ccn2cc(-c3cccc([N+](=O)[O-])c3)nc2c1	44	·	·
Cc1c([N+](=O)[O-])cc(C(=O)Oc2ccc(Br)cc2C(=S)N2CCCCC2)cc1[N+](=O)[O-]	-11	-1.3	-1.1
O=[N+]([O-])c1cc(C(F)(F)F)ccc1N/N=C/c1cc2ccccc2nc1Cl	·	0.68	0.99
CCCCNC(=S)Nc1cc([N+](=O)[O-])ccc1C	-14	-0.03	0.07
Cc1cc(NC(=O)CSc2nnc(N)s2)c([N+](=O)[O-])cc1C	27	·	·
Cc1nc(C(=O)Nc2ccc(Cl)cc2)nn1-c1ccc([N+](=O)[O-])cc1	-30	0.24	0.12
COc1ccc([N+](=O)[O-])cc1NCc1cccc([N+](=O)[O-])c1	0	·	·
O=C(NNC(=O)c1ccccc1[N+](=O)[O-])Nc1ccc(Cl)cc1	-6	·	·
